K1F lysis inhibition – protection from phage-mediated lysis, alamar blue read-out – E. coli UTI89, K1F phage, bacterial capsule biogenesis inhibitors (AID 488966). inhibition, % at 100 µM, or IC50 in µM where a hit was titrated. E. coli UTI89 K1F phage lysis, alamar blue, 2 h; higher % means a stronger effect. 340,000 compounds, 0.02% hits;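 active means phage lysis inhibition, versus mean bacterial control, above a set limit; inconclusive means no clear call, values can overlap the other calls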;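 further: capsule biogenesis inhibitors block K1F phage lysis so surviving cells raise fluorescence; higher fluorescence means more inhibition of phage lysis; actives were called in the ten point dose series up to 300 µM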
Rac1 GTP hydrolysis – MgcRacGAP GTPase-activating activity inhibitors, confirmation, biochemical, ADP Hunter fluorescence | inhibition, % at 30 µM; hits with a dose series show IC50 in µM | MgcRacGAP-stimulated Rac1 GTP hydrolysis, ADP Hunter fluorescence; higher % means a stronger effect; GST-tagged Rac1 F28L mutant substrate | 340,000 compounds, 0.6% hits | AID 624330;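 active means first-screen hits whose inhibition reached a set limit at any dose in the follow-up dose series; inconclusive means inhibition above the set first-screen limit but never retested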;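 further: fluorescence reports GDP produced by GAP-driven GTP hydrolysis; strong numbers were not always called active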
PhoP inhibition – PhoP-dependent GFP reporter repression – Salmonella Typhimurium, primary screen (AID 1863); S. Typhimurium PhoP-regulated promoter GFP reporter, 4 h; higher % means a stronger effect; inhibition, % at 50 µM, or IC50 in µM where a hit was titrated; 300,000 compounds, 0.16% hits;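 active means inhibition over 29.93%, a cutoff 3 SD above the screen mean, later confirmed by dose response; inconclusive means inhibition over 29.93% but no dose response follow-up; inactive means inhibition at most 29.93% or unconfirmed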;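 further: 0% = low Mg2+ inducing control and 100% = high Mg2+ repressing control; strong numbers were not always called active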
GPR35 arrestin U2OS – inhibition of zaprinast-stimulated GPR35 beta-arrestin translocation – imaging, U2OS, beta-arrestin-GFP, zaprinast agonist, primary screen (AID 2058). U2OS GPR35 beta-arrestin-GFP translocation imaging, zaprinast antagonism; higher % means a stronger effect. inhibition, % at 10 µM, or IC50 in µM where a hit was titrated. 290,000 compounds, 0.052% hits;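 active means inhibition of at least 50% with at least 30 cells and total cytoplasm GFP at most 10,000,000; inconclusive means under 30 cells or total GFP of 10,000,000 plus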
Dengue-2 NS5 capping – Dengue-2 NS5 methyltransferase inhibitors, primary screen, biochemical, confirmation dose response (AID 588689); Dengue-2 NS5 methyltransferase capping enzyme assay, biochemical; higher % means a stronger effect; inhibition, % at 25 µM; hits with a dose series show IC50 in µM; 340,000 compounds, 0.3% hits; in the data active means a potency from the dose series; inconclusive means inhibition above about 29% without an active follow-up result
GPR55 LPI antagonism – inhibition of LPI-stimulated GPR55 beta-arrestin translocation – imaging, U2OS, beta-arrestin-GFP, LPI agonist, primary screen (AID 2013) | U2OS GPR55 beta-arrestin-GFP translocation imaging, LPI antagonism; higher % means a stronger effect | 290,000 compounds, 0.13% hits | one-dose inhibition, % at 10 µM; IC50 in µM for titrated hits;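 active means spots per cell inhibited over 60%, with over 100 cells counted and total cytoplasm intensity under 500,000; inconclusive means wells with under 100 cells, flagged as likely toxic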;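 further: U2OS cells stably carrying GPR55 and arrestin-GFP stimulated by 5 µM LPI near EC80; imaged beta-arrestin-GFP aggregate spots per cell after agonist stimulation; plate controls were LPI-stimulated DMSO wells for no effect and DMSO wells without LPI for full effect; some results filed as inactive read as strong as hits; confirmed hits need IC50 under 10 µM and bright autofluorescent wells are also inconclusive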
RSV CPE inhibition – RSV antiviral activity via CPE protection, HEp-2 cells, primary 10 µM value included (AID 2391); HEp-2 cells, RSV-induced CPE inhibition; higher % means a stronger effect; CPE inhibition, % at 10 µM; hits with a dose series show IC50 in µM; 310,000 compounds, 0.13% hits; in the data active means a potency from the dose series; inconclusive means CPE inhibition mostly from about 23% at the one dose, without a potency; inactive means the rest, 99 in 100 with CPE inhibition below about 21%; further: strong numbers were not always called active
HIV peptide binding – cell-free HIV fusion peptide-binding blockers – biochemical, uHTS, fluorescence dequenching, primary screen (AID 1986); one-dose inhibition, % at 20 µM; IC50 in µM for titrated hits; cell-free peptide binding, fluorescence dequenching, 30 min; higher % means a stronger effect; 290,000 compounds, 0.3% hits; in the data active means inhibition mostly above about 52%, no sharp cut-off; inactive means mostly below about 76%; further: some results filed as inactive read as strong as hits
Large T inhibition – TAg ATPase/helicase activity blockers – biochemical (AID 1903). inhibition, % at 20 µM, or IC50 in µM where a hit was titrated. SV40 large T antigen ATPase/helicase inhibition assay; higher % means a stronger effect. 310,000 compounds, 0.39% hits; in the data active means a potency from the dose series; inconclusive means inhibition mostly from about 32% at the one dose, without a potency; inactive means the rest, 99 in 100 with inhibition below about 32%; further: strong numbers were not always called active
Dengue-2 NS5 capping pilot replicate – second read-out of Dengue-2 NS5 capping, no call of its own (marks repeat the call); inhibition, %; measured here: pilot screen replicate inhibition
* = called active by the depositor; ? = inconclusive; nt = not tested or not shown; [ ] = another dose, or the depositor's remark.

SMILES	K1F lysis inhibition	Rac1 GTP hydrolysis	PhoP inhibition	GPR35 arrestin U2OS	Dengue-2 NS5 capping	GPR55 LPI antagonism	RSV CPE inhibition	HIV peptide binding	Large T inhibition	others
CC(NS(=O)(=O)c1ccc2c(c1)C(=O)c1cc(S(=O)(=O)NC(C)C(=O)O)ccc1-2)C(=O)O (centres undefined)	0.3%	9%	-7%	-4%	-2%	6%	3.1%	-0.5%	4%
CCN(CC)CCN(C(=O)c1cc2ccccc2cc1OC)c1nc2ccc(OC)cc2s1	0.5%	-3%	8%	-18%	-5%	-16%	-3.4%	-1.4%	-5%
COc1ccc(C2C(C(=O)Nc3ccc(OC)c(OC)c3)c3ccccc3C(=O)N2C)cc1 (centres undefined)	0.2%	2%	-7%	-6%	-4%	4%	-0.1%	0.6%	5%
O=C(Cc1ccccc1)NCC(=O)N/N=C/c1ccc(Cl)cc1	-0.6%	5%	3%	-6%	-8%	8%	-0.7%	-2.0%	11%
CC(NC(=O)C12CC3CC(CC(C3)C1)C2)c1ccc2c(c1)OCCO2 (centres undefined)	1.5%	14%	9%	-3%	-1%	3%	1.4%	-0.5%	8%
CCc1ccc2c(c1)/C(=N/N(C)C(=S)NC)C(=O)N2	0.3%	5%	4%	19%	-3%	11%	7.8%	-0.2%	11%
CCc1nc2ccccc2n1Cc1ccc(F)cc1	0.1%	6%	-5%	-1%	2%	3%	-1.0%	0.1%	6%
O=C(c1cc2nc(-c3ccco3)cc(C(F)(F)F)n2n1)N1CCN(c2ccc(F)cc2)CC1	0.5%	9%	-5%	3%	-5%	3%	6.9%	2.9%	6%
Cc1ccnc(NC(c2ccsc2)c2ccc3ccc(C)nc3c2O)c1 (centres undefined)	1.0%	-2%	2%	0%	-14%	-2%	2.1%	1.4%	24%
COC(=O)c1ccc(NC(=O)c2cn(-c3cccc(C)n3)cn2)cc1	0.5%	2%	-7%	0%	nt	4%	nt	30%	3%
COc1ccccc1NC(=O)c1ccc(NC(=O)CN2C(=O)CN(C)C2=O)cc1	0.2%	-2%	-4%	-14%	0%	-8%	1.1%	0.5%	1%
CCCN1CCN(CCCNC(=O)Cn2nc(-c3ccc(Cl)cc3)ccc2=O)CC1	1.0%[50 µM]	7%	7%	-11%	-6%	9%	0.3%	2.1%	4%
Cc1[nH]n(-c2ccccc2)c(=O)c1N=Nc1cccc([N+](=O)[O-])c1	-2.0%	3%	5%	-13%	-4%	2%	2.9%	-1.5%	6%
CCCn1c(-c2cccs2)nc2ccccc21	4.0%	0%	-1%	6%	-3%	5%	1.8%	-3.3%	14%
CCc1nc2ccc(Cc3ccc4nc(CC)[nH]c4c3)cc2[nH]1	0.0%	2%	3%	-6%	5%	-10%	17%	-3.6%	9%
CCCCN(CC)Cc1ccc(CNC(=O)Nc2ccccc2)o1	4.7%	9%	3%	9%	6%	9%	-1.3%	-2.5%	5%
O=C1C=C(c2ccc(O)cc2)C[C@@H](c2ccc3c(c2)OCO3)C1	1.8%	7%	nt	nt	-7%	nt	1.8%	nt	nt
COc1ccc(C)cc1S(=O)(=O)N(CC(=O)N1CCOCC1)Cc1ccccc1	0.0%	-2%	7%	-10%	-3%	14%	0.4%	-1.1%	8%
O=C(N=C1SCC(=O)N1c1ccccc1Cl)c1ccco1	-1.1%	5%	-8%	-15%	-8%	-19%	1.0%	2.2%	5%
COC(=O)c1c(NC(=O)C2CC2)sc2c1CCCC2	1.2%	5%	-4%	3%	-1%	-10%	1.0%	1.5%	2%
Cc1ccc(S(=O)(=O)NNC(=O)Nc2ccc(C)c(C)c2)c(C)c1	1.8%[50 µM]	6%	-3%	-2%	1%	12%	1.6%	1.6%	7%
COc1c(/C=N/NC(=O)c2ccncc2)c(CCN(C)C(C)=O)cc2c1OCO2	0.3%	3%	-2%	-4%	2%	18%	-0.5%	0.3%	10%
CC(C)c1ccc(CN2CC(C(=O)Nc3ccccc3)CC2=O)cc1 (centres undefined)	-0.2%	1%	-12%	2%	2%	11%	1.1%	-0.8%	-1%
CC(=O)Nc1ccc(NC(=O)CSc2nnc(-c3cc4ccccc4o3)n2C)cc1	0.2%	1%	-2%	-5%	-1%	8%	6.1%	0.8%	5%
CCN1CCN(C(=O)CNC(=O)c2nn(-c3ccc(OC)cc3)c(=O)c3ccccc23)CC1	0.4%	5%	-2%	-5%	3%	2%	0.2%	1.6%	6%
Cc1cccc(/C=N/n2c(-c3ccccc3)n[nH]c2=S)c1O	0.5%	14%	4%	1%	nt	1%	3.0%	-3.6%	13%
CCCn1c2ccccc2c2nnc(SCC(=O)OC)nc21	-0.3%	-1%	-2%	5%	-5%	-5%	0.5%	-0.5%	8%	Dengue-2 NS5 capping pilot replicate=-3.0
C[n+]1cn(Cc2ccc(C#N)cc2)c2ccccc21	0.0%	9%	9%	18%	-9%	0%	1.8%	-0.6%	-1%
CC(C)(O)C#Cc1ccc(CN2CCN(Cc3ccsc3)C(CCO)C2)cc1 (centres undefined)	-0.3%	6%	0%	0%	-4%	-44%	-0.8%	0.3%	8%
O=C(CSc1ccccc1[N+](=O)[O-])NC1CCS(=O)(=O)C1 (centres undefined)	5.1%	0%	17%	-1%	0%	-6%	2.8%	-0.5%	1%
CCOc1ccc(/C=C/C(=O)c2ccccc2)cc1OC	1.5%[50 µM]	6%	0%	-18%	-2%	18%	0.3%	1.8%	16%
CCCn1c(=O)[nH]c(=O)c2c1nc(-c1ccc(OC(F)F)c(OC)c1)n2CCOC	0.8%	14%	-5%	-3%	6%	2%	-0.5%	-1.6%	0%
C(=C\CSc1ncn[nH]1)/CSc1ncn[nH]1	-0.3%	-12%	9%	5%	8%	-9%	0.2%	1.3%	-9%	Dengue-2 NS5 capping pilot replicate=1.2
Cn1c(N)c(C(=O)COC(=O)C23CC4CC(CC(C4)C2)C3)c(=O)n(C)c1=O	-0.5%	11%	3%	-4%	-3%	-4%	2.1%	53%	1%
O=C(O)COc1ccc(/C=N/n2cnc3scc(-c4cccs4)c3c2=O)cc1	-0.8%	6%	13%	-3%	1%	6%	0.2%	-0.4%	5%
C=CCC1(CC=C)CCCN1C(=O)C1CCC(=O)N(CCc2ccc(Cl)cc2)C1 (centres undefined)	-0.2%	-22%	-11%	0%	-4%	-5%	1.1%	-0.9%	7%
CCOc1ccc(Br)cc1S(=O)(=O)Nc1ccccc1N1CCOCC1	-0.9%	6%	-8%	-2%	-4%	7%	2.3%	0.7%	12%
CCOc1cccc(C(=O)Nc2ccc(N3CCN(S(C)(=O)=O)CC3)cc2)c1	0.7%	-4%	8%	9%	-2%	9%	0.7%	-0.8%	3%
Cc1ccc(-n2c(=O)cc(N3CCN(C(=O)c4ccco4)CC3)[nH]c2=O)cc1	0.0%	-1%	1%	-19%	0%	7%	0.7%	-2.6%	25%
O=Nc1c2cc(-c3ccccc3)[nH]nc-2c2ccccc12	0.1%	0%	-7%	6%	-4%	4%	nt	-2.5%	19%
CCN1CCN(C(=S)NCCc2ccccc2)CC1	0.1%	?	8%	5%	0%	6%	0.2%	2.0%	5%	Dengue-2 NS5 capping pilot replicate=-3.6
O=C(Nc1ccc(C(=O)N2CCCCC2)cc1)c1ccc(Br)cc1	1.1%	13%	-2%	-13%	-5%	20%	-0.9%	-0.7%	-3%
Clc1cccc(OCCn2ccnc2)c1	0.3%	3%	2%	-1%	-10%	5%	3.0%	0.3%	7%
COc1ccc(OC)c(S(=O)(=O)N/N=C\c2ccc3c(c2)OCO3)c1	2.0%[50 µM]	8%	8%	4%	4%	13%	0.6%	-1.9%	7%
COc1ccc(C(=O)N(CCCO)C(C)C(=O)NC2CCCCC2)cc1OC (centres undefined)	-1.7%	-2%	-13%	10%	-2%	-12%	0.3%	-2.3%	10%
CCCOc1c(OC)cc(Cl)cc1C1NC(=O)NC(C)=C1C(=O)NCc1ccccc1 (centres undefined)	-0.8%	9%	-2%	-16%	-7%	-2%	0.7%	-0.6%	6%
CCOC(=O)c1cn(CC)c2c(ccc3ccccc32)c1=O	0.1%	6%	-8%	-11%	-3%	-3%	13%	-1.0%	0%
COc1ccc(S(=O)(=O)Nc2cccc(F)c2C)cc1C(=O)N1CCOCC1	0.1%	5%	-6%	8%	nt	15%	-1.1%	0.5%	11%
COc1ccc(S(=O)(=O)N2CCCCC2)cc1NC(=O)c1cc([N+](=O)[O-])ccc1N1CCOCC1	1.0%[50 µM]	11%	-4%	nt	-11%	nt	0.8%	nt	10%
COc1ccc(CC(C(=O)Nc2ccc(OC)cc2)c2nn[nH]n2)cc1 (centres undefined)	-0.9%	6%	6%	8%	-3%	4%	0.9%	1.7%	3%
CCCCOc1ccc(C2C3CN(C(=O)OCC)CC=C3C(C#N)=C(N)C2(C#N)C#N)cc1OC (centres undefined)	2.2%	8%	-2%	-2%	-25%	7%	2.1%	5.8%	13%
COc1ccc(CC(=O)N2CCN(c3ccccc3F)CC2)cc1OC	0.0%	-3%	10%	-2%	-5%	3%	19%	-0.2%	6%	Dengue-2 NS5 capping pilot replicate=-0.3
COc1ccc(CCNC(=S)NC(=O)c2ccc(Br)cc2)cc1OC	0.1%	7%	0%	11%	-1%	15%	?	1.7%	3%
Cn1c(=O)c2c(nc(CN3CCc4ccccc4C3)n2Cc2cccc(Cl)c2)n(C)c1=O	-0.1%	10%	-5%	-10%	3%	12%	21%	1.2%	10%
Cc1ccc(-c2csc(NC(=O)c3ccc4c(=O)n5c(nc4c3)CCCCC5)n2)cc1	4.8%	-3%	-7%	-21%	-9%	6%	14%	1.6%	8%
Fc1ccc2[nH]c3c(NCc4ccccc4)ncnc3c2c1	1.6%	16%	18%	12%	-7%	9%	6.2%	-1.5%	3%
COc1ccccc1N1CCN(S(=O)(=O)CCNC(=O)c2ccccc2Br)CC1	2.0%	6%	-5%	5%	-6%	-2%	2.8%	-0.9%	9%
CN(C)S(=O)(=O)c1cccc(C(=O)NC2CCSc3ccccc32)c1 (centres undefined)	-0.1%	9%	-8%	13%	-5%	-29%	2.8%	-0.4%	-2%

Bioassay records (PubChem)
